M1 ag parental = counter-screen for M1 agonists: effect in parental CHO-K1 cells; Fluo-8 calcium fluorescence; scaled to maximal ATP response, vehicle zero; activation, % at 3 µM; 360,000 tested, 0.48% active; in the data active = activation above about 15%;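 note: untransfected CHO-K1 host cells lacking M1 receptor as counterscreen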
CHO parental Ca = counter-screen: ATP calcium response change in parental CHO cells. parental CHO-K1, ATP-induced calcium, Fluo-8 fluorescence. 330,000 tested, 0.63% active. inhibition, % at 5.6 µM;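 active = inhibition above that plate's mean sample inhibition plus 3 SD, cut at about 26% in these data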;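 note: 0% = ATP-challenged DMSO wells and 100% = DMSO wells without ATP; some compounds past the cut are filed as inactive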
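Test system: untransfected parental CHO cell line; also added: ATP stimulus; dosing: 5.6 µM, single dose; signal: calcium-sensitive Fluo-8 fluorescence; measure: percent inhibition of ATP-evoked calcium rise, normalized to controls; benchmarks: low control ATP plus DMSO, high control DMSO only; replication: one well per compound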
OXTR potentiator = human OXTR potentiation; CHO-OTR cells, Fluo-8 calcium fluorescence, potentiator mode; 0% = oxytocin EC15, 100% = EC100; P30559; 320,000 tested, 0.061% active; activation, % at 3 µM;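 active = activation above that plate's cutoff, the mean activation of tested compounds plus 3 SD, cut at about 6.6% in these data, passing the limit was not always enough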;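 note: 100% uses oxytocin at 75 nM as the full agonist control; some results filed as inactive read as strong as hits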
Target sequence (P30559 whole entry, looked up): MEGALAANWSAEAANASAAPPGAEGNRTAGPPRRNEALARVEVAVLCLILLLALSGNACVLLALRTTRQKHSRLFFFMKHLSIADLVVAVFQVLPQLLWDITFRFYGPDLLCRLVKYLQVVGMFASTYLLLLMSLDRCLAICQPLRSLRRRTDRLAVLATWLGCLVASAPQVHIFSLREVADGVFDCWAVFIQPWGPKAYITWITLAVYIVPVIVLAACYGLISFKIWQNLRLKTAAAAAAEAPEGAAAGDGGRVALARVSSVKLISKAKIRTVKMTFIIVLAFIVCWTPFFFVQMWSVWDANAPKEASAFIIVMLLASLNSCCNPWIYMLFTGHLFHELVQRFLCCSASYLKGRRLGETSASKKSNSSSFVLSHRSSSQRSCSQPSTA
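Replication – single well per compound, singlicate · Assay system – CHO cell line stably expressing human OTR · Timing – 6 min pre-incubation, 100 s read · Measure – normalized max/min fluorescence ratio, % activation · Doses – 3.0 µM, one dose · Detection – Fluo-8 calcium dye fluorescence · Probe or stimulus – oxytocin near EC15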
CHO-K1 Ca PAM = nonselective activator or artifact in parental CHO-K1 calcium assay. ATP EC20, Fluo-8 calcium fluorescence; 0% at ATP EC20, 100% at ATP max. activation, % at 3 µM. 360,000 tested, 0.02% active. AID 602247;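 active = activation above the run cutoff, the mean activation of all test compounds plus 3 SD, cut at about 40% in these data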;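 note: peak over basal fluorescence ratio in a 140 s read after ATP addition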
TAAR1 antagonist = human TAAR1 antagonism; Q96RJ0; CHO RD-HGA16 TAAR1, Fluo-8 calcium fluorescence, antagonist; inhibition, % at 3 µM; 360,000 tested, 1.5% active;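 active = inhibition above a per-plate cutoff, the mean inhibition of test compounds on that plate plus 3 SD, cut at about 49% in these data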;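 note: 0% = DMSO plus EC80 beta-PEA response and 100% = DMSO alone without agonist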
Target sequence (Q96RJ0 whole entry, looked up): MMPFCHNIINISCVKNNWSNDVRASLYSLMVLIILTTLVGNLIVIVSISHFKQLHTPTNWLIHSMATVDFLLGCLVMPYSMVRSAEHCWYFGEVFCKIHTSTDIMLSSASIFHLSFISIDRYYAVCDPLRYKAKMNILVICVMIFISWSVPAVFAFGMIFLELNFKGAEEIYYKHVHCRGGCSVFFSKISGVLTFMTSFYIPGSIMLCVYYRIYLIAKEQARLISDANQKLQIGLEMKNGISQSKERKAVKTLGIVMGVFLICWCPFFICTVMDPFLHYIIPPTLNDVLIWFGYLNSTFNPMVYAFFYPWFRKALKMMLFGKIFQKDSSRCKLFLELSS
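Test system: hTAAR1-expressing CHO RD-HGA16 cells, Gα16-coupled; Probe or stimulus: EC80 β-phenethylamine stimulus; Compound dosing: single nominal final test compound concentration of 3 µM; Timing: 140 s kinetic read after compound, 140 s after agonist; Signal: Fluo-8 calcium-sensitive fluorescence; Measure: % inhibition of agonist calcium response; Controls: DMSO and EC80 PEA controls.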
CHO-K1 Ca antag = counter-screen for M1 antagonists: effect in parental CHO-K1 cells; ATP-induced calcium, Fluo-8 fluorescence; inhibition, % at 3 µM; 360,000 tested, 0.6% active; AID 602250;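 active = inhibition above a per-plate cutoff, the plate's mean sample inhibition plus 3 SD, cut at about 24% in these data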;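 note: 0% = DMSO plus EC80 ATP and 100% = DMSO alone without ATP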
M1 ag = agonists of human M1 muscarinic receptor; P11229; CHO-K1 hM1, Fluo-8 calcium fluorescence, agonist mode; 0% DMSO, 100% acetylcholine EC100; activation, % at 3 µM; 360,000 tested, 0.33% active;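 active = activation above the run's mean compound activation plus 3 SD, cut at about 16% in these data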;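 note: peak over basal fluorescence ratio within a 140 s kinetic read after compound addition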
V1R ag counter = activates human V1a receptor in oxytocin agonist counter-screen | P37288 | CHO-V1R cells, Fluo-8 calcium fluorescence, agonist mode; 0% DMSO, 100% 3 nM vasopressin | activation, % at 3 µM | 320,000 tested, 0.25% active;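 active = activation above the mean activation of all tested compounds plus 3 SD, per screening run, cut at about 20% in these data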;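 note: signal is peak over basal fluorescence ratio across a 100 second FLIPR read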
TAAR1 agonist = agonists of human TAAR1; Q96RJ0; CHO RD-HGA16 TAAR1, Fluo-8 calcium fluorescence; vehicle wells 0%, saturating PEA agonist 100%; activation, % at 3 µM; 360,000 tested, 0.99% active;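 active = activation above the mean activation of all test compounds in the run plus 3 SD, cut at about 38% in these data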
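Test system: RD-HGA16 (CHO) cells co-expressing Gα16 and hTAAR1 / Benchmarks: DMSO vehicle as 0%, PEA at EC100 as 100% / Repeats: no replicates (n 1) / Measure: % activation from peak over basal fluorescence ratio, DMSO-to-PEA scaled / Timing: 17-24 h plating, Fluo-8 75 min 37 °C, 30 min RT / Technique: kinetic Fluo-8 calcium fluorescence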
Starred values were filed as active, the others as inactive; . = not tested or not shown. Not a hit list; about 3.3% have a hit in one of these screens.

SMILES	M1 ag parental	CHO parental Ca	OXTR potentiator	CHO-K1 Ca PAM	TAAR1 antagonist	CHO-K1 Ca antag	M1 ag	V1R ag counter	TAAR1 agonist
c1cc2c(c(CC3CO3)c1CC1CO1)OCCOCCOCCOCCO2 (configuration not stated)	-0.2	.	.	11	1	-8	-3	.	2
CC1CCCCN1C(=O)COC(=O)c1n[nH]c2ccccc12 (configuration not stated)	0.6	-17	-7	4	2	-6	-1	0.2	17
O=C(NCc1n[nH]c(=S)n1-c1ccc(F)cc1)c1ccco1	0.6	10	-4	16	-24	-14	-2	-0.2	4
CC(=O)Nc1ccc(CNc2nc(NCCN(C)C)nc3cc(-c4ccccc4)sc23)cc1	-0.2	.	.	16	-10	-8	-8	.	0
CC(=O)c1cccc(NC(=O)CNC(=O)Cc2cccc3ccccc23)c1	0.0	-18	-2	4	-12	-1	3	1.2	4
Cc1cccc(-c2nc(NCCCN(C)C)c3ccccc3n2)c1	0.5	-11	6	10	-22	-8	-3	0.8	3
O=C(N/C(=C\c1ccccc1)C(=O)N1CCCCC1)c1ccco1	1.5	-11	-10	4	-5	-8	-2	1.4	2
CCOC(=O)C1CCN(Cc2c(F)cccc2Cl)CC1	0.4	-6	-2	18	15	-6	-7	0.0	6
CC(=O)[C@@H]1[C@@H](C(=O)c2ccccc2)[C@]2(C(=O)Nc3ccccc32)[C@H]2C=Cc3cc(F)ccc3N12	0.6	-11	-8	27	-8	-6	-7	1.0	4
CC(NC(=O)Nc1ccccc1)C(c1cccs1)N1CCN(C)CC1 (configuration not stated)	0.1	1	3	22	-14	-7	-11	1.5	1
Cc1nn(-c2ccccc2)c2nc(N)c(C(N)=O)cc12	0.6	-5	-15	-9	12	-9	-3	0.3	-1
CCn1cc(CN2CCC(n3nccc3NC(=O)CCc3ccccc3)CC2)cn1	0.7	-15	2	7	-30	-2	-2	0.2	2
CC1(C)OC(=O)NC1c1ccccc1 (configuration not stated)	0.8	.	.	5	1	-4	-2	.	1
COc1ccc(-c2oc(=O)c3cc(OC)c(OC)cc3c2C(F)(F)F)cc1	-0.2	4	-1	-13	1	-2	-4	4.6	3
COc1ccccc1NC(=O)CSc1nnnn1-c1ccc(C)cc1	1.4	-10	-5	20	6	-18	-2	5.4	5
Cn1nc(C(=O)NCc2ccccc2Cl)c2c1-c1ccccc1S(=O)(=O)C2	4.6	-4	1	-1	1	-7	-2	2.6	4
CCN(CC(=O)Nc1ccccc1C(F)(F)F)C(=O)C1CC(=O)N(Cc2ccccc2)C1 (configuration not stated)	8.6	-6	-4	-4	0	5	-3	0.3	0
CC(=O)NCCc1nc2cc(NC(=O)c3ccc([N+](=O)[O-])cc3)ccc2n1C	0.0	.	.	-30	4	9	-4	.	-1
CS(=O)(=O)N(CC(=O)NCCc1ccccc1)c1cccc([N+](=O)[O-])c1	0.7	-1	-17	19	15	-15	6	0.7	36
Cc1ccc2oc(C(=O)N(C)CCC(O)c3ccccc3)c(C)c2c1 (configuration not stated)	3.2	-11	0	25	5	-11	-1	0.5	5

Looked up above:
In M1 ag parental, CCn1cc(CN2CCC(n3nccc3NC(=O)CCc3ccccc3)CC2)cn1 reads 0.7
In CHO-K1 Ca antag, CC1(C)OC(=O)NC1c1ccccc1 (configuration not stated) reads -4

Additional compounds.
SMILES	M1 ag parental	CHO parental Ca	OXTR potentiator	CHO-K1 Ca PAM	TAAR1 antagonist	CHO-K1 Ca antag	M1 ag	V1R ag counter	TAAR1 agonist
CN(Cc1ccccc1)C(=O)COC(=O)COc1ccc(Cl)cc1	-0.1	-13	1	3	3	-3	0	1.7	2
COc1ccc(NS(=O)(=O)c2ccc(NC(=O)CCNS(=O)(=O)c3ccc(C)cc3)cc2)cc1	1.2	20	-5	22	14	-9	-2	2.5	10
O=C1c2cccnc2C(O)N1Cc1ccc(F)cc1 (configuration not stated)	0.2	-5	7	8	-14	-1	-3	-0.1	17
O=C(Nc1ccn(CCCNCC2CCCCC2)c(=O)n1)OCc1ccccc1	0.1	.	.	-15	-13	6	-10	.	0
CCn1cc(CN2CCN(Cc3cccc(OC)c3)C(CCO)C2)c(C)n1 (configuration not stated)	0.7	-8	-10	-1	-11	-10	-12	0.5	11
Cc1ccc2c(c1)C(C)CC(C)(C)N2C(=O)NC1CCCCC1 (configuration not stated)	1.4	-5	-6	17	-8	-10	-2	0.3	-1
CC(CCc1ccccc1)NS(=O)(=O)c1ccc(Cl)c(C(=O)O)c1 (configuration not stated)	0.7	0	-1	2	1	-13	-3	0.3	-2
CCNc1nc(N)c(C(=O)c2ccc(Cl)s2)s1	-0.1	-7	3	18	8	-15	-3	-0.3	3
CC(C)(C)c1ccc(O)c(/C=N\O)c1	-0.2	-2	-10	17	-18	-4	-1	-0.8	7
COc1ccc(N2C(=O)c3cccc4cc(Br)cc(c34)C2=O)cc1	-0.4	-10	0	-16	4	22	-7	1.3	3
CC(=O)Nc1ccc(CNc2nc(NC(C)C)nc3cc(-c4ccccc4)sc23)cc1	0.0	.	.	-2	-12	-2	-7	.	2
COc1ccc(NC(=O)Cn2nnc(C(=O)NCc3cccc(OC)c3)c2N)cc1	1.1	-15	-6	20	-10	-6	-4	0.1	5
CC1(C)CC(=O)C2=C(C1)NC(=O)NC2c1ccc(Cl)cc1 (configuration not stated)	0.3	-18	-1	6	0	-19	-3	-0.2	4
CC1CC(=O)C2=C(C1)Nc1ccccc1N(C(=O)COc1ccccc1)C2c1ccco1 (configuration not stated)	0.4	-14	-13	22	-2	-9	-1	-0.7	3
CCC(C)n1c(SCC(=O)Nc2ccccc2C(F)(F)F)nc2ccsc2c1=O (configuration not stated)	0.9	-19	3	15	5	0	-6	-1.7	0
CCn1cc(C2CC(=O)NC2=O)c2ccccc21 (configuration not stated)	0.9	-7	6	10	-14	-8	-3	0.0	0
CCOc1ccc(C(=S)N2CCCC2)cc1OC	0.1	-3	-3	2	-3	-1	-4	0.1	4
O=S(=O)(c1ccccc1)c1cnc2ccccc2c1	-0.6	-9	4	-17	11	6	-5	1.1	-1
COc1ccc(-n2nc3c(c2NC(C)=O)CS(=O)(=O)C3)cc1	1.7	-9	-1	12	-19	-9	-2	-0.1	6
CCN(CC)c1ccc(C2C3CCCCC3(O)CCN2C(=O)c2cccs2)cc1 (configuration not stated)	-0.4	-28	-4	2	-12	2	-7	-1.1	12
CCOc1ccc2nc(NC(=O)Cn3[nH]c(=O)c4ccccc4c3=O)sc2c1	1.3	-14	-3	-3	-4	-4	-3	0.8	1
Cc1cc(-c2nc3ncccc3o2)ccc1NC(=O)c1ccc([N+](=O)[O-])o1	1.0	.	.	17	6	-17	-3	.	3
CCOC(=O)c1ccc(Nc2cc(C)nc(-c3ccccc3O)n2)cc1	0.3	-19	-10	8	53*	-25	-5	0.8	2
Cc1cccc(NC(=O)CSCC(=O)Nc2ccc(S(=O)(=O)N3CCOCC3)cc2)c1	1.4	-4	-3	3	-5	-5	0	-0.1	1
Cc1cc(C)cc(NC(=O)CSc2nnc(-c3ccccc3C)o2)c1	0.0	-32	-18	3	7	4	-4	5.7	12
COc1ccc(N2CCN(C(=O)c3cccc(Cn4cc(Cl)cn4)c3)CC2)cc1	3.3	-17	-4	16	-21	-16	-5	3.8	2
COc1cc(C(=O)OCC(=O)Nc2c(F)cccc2F)cc(OC)c1C	-0.4	1	-11	18	15	-1	-8	-0.3	-1
O=C(c1cccc(-n2cnnn2)c1)N1CCOCC1	1.1	-3	2	27	5	-15	-1	-0.4	-3
COc1ccc(N(CC(=O)NCCSCc2ccco2)S(=O)(=O)c2ccccc2)cc1Cl	2.1	-19	-14	-16	23	-2	-3	3.0	5
C=CCOC(=O)/C(=C\C=C\c1ccccc1)NC(=O)c1ccccc1	2.1	-20	-3	8	22	5	-7	0.6	-2
COc1ccc(N(C(=O)Cn2nnc(-c3ccc(F)cc3)n2)C(C)C(=O)NC2CCCC2)cc1OC (configuration not stated)	-0.5	-12	-6	-8	2	3	-2	-0.6	-4
Cc1cc(C(=O)Nc2nnc(C(F)(F)F)s2)no1	0.6	-8	-9	-8	9	10	-1	3.4	9
COC(=O)COc1cccc(NC(=O)c2cc(OC)cc(OC)c2)c1	0.3	-5	-2	6	6	-6	-3	-1.3	1
CCOC(=O)c1cnn2c(C(F)(F)F)cc(-c3ccccc3)nc12	1.6	-15	-2	14	19	-15	0	-1.0	24
N#Cc1c(NC(=O)CSc2nnc(-c3ccccc3O)n2-c2ccccc2)sc2c1CCCC2	0.1	-20	-4	14	-11	-8	-2	1.1	1
CC(OC(=O)Cc1n[nH]c(=O)c2ccccc12)C(=O)N(C)c1ccccc1 (configuration not stated)	1.6	.	.	21	-20	-12	-2	.	3
Nn1c(SCC(=O)N2CCN(S(=O)(=O)c3ccc(Cl)cc3)CC2)nnc1-c1cccs1	-0.1	-38	-8	5	14	6	-6	0.1	15
COCCn1c(SCC(=O)N(C)C2CCS(=O)(=O)C2)nc2ccccc2c1=O (configuration not stated)	0.3	-1	-12	5	-12	-1	-5	0.6	1
COc1ccccc1CNc1ncnc2cc(Cl)ccc12	14	.	.	-5	19	10	0	.	3
CCOc1ccccc1/C=C(/NC(=O)c1ccccc1)C(=O)NC(C)c1ccccc1 (configuration not stated)	1.3	-11	-11	5	13	3	-7	1.9	6
O=C(NC1CCCCC1)c1ccc(S(=O)(=O)NCc2cccnc2)cc1	1.8	-11	-8	-9	-15	13	-1	2.1	4
CCc1sc(C(=O)NCc2ccco2)cc1Br	-0.1	-3	-14	-24	-43	19	-4	-0.3	0
CCOC(=O)C1(S(=O)(=O)c2ccc(Cl)cc2)CCN(Cc2ccc(C)cc2)CC1	-0.4	5	-4	-5	-5	12	-7	-0.8	6

Molecules listed so far that contain a nitro group on carbon, in the order listed:
SMILES	M1 ag parental	CHO parental Ca	OXTR potentiator	CHO-K1 Ca PAM	TAAR1 antagonist	CHO-K1 Ca antag	M1 ag	V1R ag counter	TAAR1 agonist
CC(=O)NCCc1nc2cc(NC(=O)c3ccc([N+](=O)[O-])cc3)ccc2n1C	0.0	.	.	-30	4	9	-4	.	-1
CS(=O)(=O)N(CC(=O)NCCc1ccccc1)c1cccc([N+](=O)[O-])c1	0.7	-1	-17	19	15	-15	6	0.7	36
Cc1cc(-c2nc3ncccc3o2)ccc1NC(=O)c1ccc([N+](=O)[O-])o1	1.0	.	.	17	6	-17	-3	.	3
